High-throughput results deposited in PubChem BioAssay by Fisher Drug Discovery Resource Center.
mcGAS inh: inhibitors of mouse cGAS; Q8C6L5; recombinant cGAS, Kinase-Glo ATP depletion luminescence; inhibition, % at 12.5 µM; hit rate 0.15% among 160,000; AID 1259399;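 note: 0% = negative control wells and 100% = reference inhibitor with no enzyme activity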
NPYLR7 ag: mosquito NPYLR7 agonism; HEK293T NPYLR7/Galpha15, GCaMP6s calcium fluorescence; activation, % at 10 µM; hit rate 0.15% among 270,000; in the data active = activation above about 40%;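 note: 0% = vehicle and 100% = reference agonist at the receptor; some compounds past the cut are filed as inactive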
hcGAS inh: human cGAS inhibition | inhibition, % at 12.5 µM | hit rate 0.081% among 290,000 | recombinant h-cGAS, ATP depletion, Kinase-Glo luminescence | Q8N884 | AID 1259398;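 note: 0% = vehicle reaction and 100% = reaction without DNA for no activity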
Target sequence (Q8N884 whole entry, looked up): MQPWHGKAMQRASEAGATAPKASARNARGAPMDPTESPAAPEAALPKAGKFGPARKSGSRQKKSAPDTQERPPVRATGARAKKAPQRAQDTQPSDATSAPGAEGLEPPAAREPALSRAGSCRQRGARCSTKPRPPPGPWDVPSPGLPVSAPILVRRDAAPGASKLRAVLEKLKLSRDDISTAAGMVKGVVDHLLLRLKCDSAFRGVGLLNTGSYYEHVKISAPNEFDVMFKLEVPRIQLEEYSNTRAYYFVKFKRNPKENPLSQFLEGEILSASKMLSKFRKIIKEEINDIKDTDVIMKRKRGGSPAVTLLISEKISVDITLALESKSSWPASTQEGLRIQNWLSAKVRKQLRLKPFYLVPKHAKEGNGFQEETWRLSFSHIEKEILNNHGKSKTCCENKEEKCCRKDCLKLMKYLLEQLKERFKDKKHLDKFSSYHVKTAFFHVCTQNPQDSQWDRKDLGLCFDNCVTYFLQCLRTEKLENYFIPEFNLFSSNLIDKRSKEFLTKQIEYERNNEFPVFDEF
Numbers without * were called inactive; x = not tested or not shown; & = joins results of further samples. Cut-off read from the data, not from the text of the source, unless noted: active = inhibition above about 40%; inactive = the rest.

1. Brc1ccc(C2=NN3C(C2)c2ccccc2OC32CCCC2)cc1 (stereo not drawn)
2. O=[N+]([O-])c1ccc(C(Nc2ncccc2O)c2ccc3cccnc3c2O)cc1 (stereo not drawn)
3. O=C(c1ccc2ncsc2c1)N(CCN1CCOCC1)c1nc2c(F)cc(F)cc2s1
4. CCn1c(C2CCCN(S(=O)(=O)C3CC3)C2)nn(CCN(C)C)c1=O (stereo not drawn)
5. CN(Cc1nc2ccccc2s1)C(=O)c1cn2c(n1)CNCC2

entry no.	1	2	3	4	5
mcGAS inh	1	x	x	-19	x
NPYLR7 ag	-12	1	8	-1	11
hcGAS inh	1	-5	-6	-2	-1

6. C=CCNC(=O)c1cn(C)cc2c(=O)n(-c3ccccc3)nc1-2
7. COc1ccc(CN2CCC2(C)C(=O)Nc2cccc(Br)c2C)c2ccccc12 (stereo not drawn)
8. CCN1C(=O)N(C2Cc3ccccc3C2)C(=O)C12CCN(Cc1cc3c(cc1Cl)OCO3)CC2
9. COC(=O)C1=C(O)/C(=C\c2ccc(N(C)C)cc2)SC1=Nc1ccc([N+](=O)[O-])cc1
10. Cc1ccc(S(=O)(=O)NCCc2nnc3ccc(NCCCOC(C)C)nn23)cc1

entry no.	6	7	8	9	10
mcGAS inh	-6	x	-12	-4	-9
NPYLR7 ag	7	1	7	-7	4
hcGAS inh	-3	-6	-6	-4	-5

11. COC(=O)C1=C(C)NC(C)=C(C(=O)OCCN(C)C=O)C1c1cccc([N+](=O)[O-])c1 (stereo not drawn)
12. O=S(=O)(CCO)Cc1csc(-c2ccsc2)n1
13. COCCCNCc1c(-c2cccc(C)c2)noc1N1CCOCC1
14. Cc1cccnc1CCNC(=O)CCC(=O)Nc1ccc(F)c(Cl)c1
15. Oc1cccc(Nc2nc3ccccc3n3nnnc23)c1

entry no.	11	12	13	14	15
mcGAS inh	-6	x	x	0	-2
NPYLR7 ag	-11	4	3	6	6
hcGAS inh	-7	-7	-1	-3	-4

16. Cc1oc(-c2ccccc2Cl)cc1C(=O)NCc1ccncc1
17. CN(CC(=O)NC1CCCCCCC1)Cc1cc(-c2ccncc2)no1
18. CC(C)CN1CCN(c2nc3c(c(=O)[nH]c(=O)n3C)n2Cc2ccc(Cl)cc2Cl)CC1
19. Cc1nc2ccccc2nc1NCC(=O)N1CCCC1
20. CC(C)CNC(=O)COc1ccc2c(C(C)C)cc(=O)oc2c1

entry no.	16	17	18	19	20
mcGAS inh	-16	x	x	x	x
NPYLR7 ag	-2	23	1	1	2
hcGAS inh	-3	-1	6	-3	-6

Structures listed so far containing fluorine (two):
3. O=C(c1ccc2ncsc2c1)N(CCN1CCOCC1)c1nc2c(F)cc(F)cc2s1
14. Cc1cccnc1CCNC(=O)CCC(=O)Nc1ccc(F)c(Cl)c1

entry no.	3	14
mcGAS inh	x	0
NPYLR7 ag	8	6
hcGAS inh	-6	-3

Additional compounds follow:
21. Cc1nc(CCNC(=O)NCc2ncc(C(C)(C)C)o2)cs1
22. CC(=O)c1cccc(OCc2cc(C(=O)N(C)Cc3cccnc3)n[nH]2)c1
23. CSc1ccc(COc2coc(CN3CCCN(C(=O)C4CCN(c5nccc(C(F)(F)F)n5)CC4)CC3)cc2=O)cc1
24. COc1ccccc1-c1cc(C(=O)N2CCC(n3c(=O)[nH]c4ccccc43)CC2)nc2cc(-c3ccccc3)nn12
25. CN(Cc1cc(C(C)(C)C)n[nH]1)Cc1cccc2c1OCO2

entry no.	21	22	23	24	25
mcGAS inh	x	x	-6	-1	-10
NPYLR7 ag	2	3	18	-7	2
hcGAS inh	-2	-7	-9	3	3

26. CCOc1ccc(N2CC(C)Cn3c2nc2c3c(=O)n(CCOC)c(=O)n2C)cc1 (stereo not drawn)
27. COc1cccc(-c2cc(C(=O)N3CCC(Cc4ccccc4)CC3)nc3cc(C(C)(C)C)nn23)c1
28. Cc1cccc(-n2c(CNC(=O)c3cccs3)nnc2SCC(=O)Nc2nccs2)c1
29. CC(C)(C)Cc1nnc(-c2cnc3onc(C4CCCC4)c3c2)o1
30. COc1cccc(CN(CC2CC(c3ccccc3Cl)=NO2)C(=O)C2CCCC2)c1 (stereo not drawn)

entry no.	26	27	28	29	30
mcGAS inh	x	-3	-4	x	-10
NPYLR7 ag	5	12	6	9	20
hcGAS inh	-3	1	-5	-4	-8

31. CCc1ccc(-c2cc3c(=O)n(Cc4ccc(C)cc4C)ccn3n2)cc1
32. Cn1c(=O)c2ccccc2n2c(=S)[nH]nc12
33. CC12CCC(=O)C=C1CCN(C(=O)OCc1ccccc1)C2 (stereo not drawn)
34. CC(c1cccs1)N(C)c1ncnc2c1cnn2C (stereo not drawn)
35. COCCNC(=O)C(NC(=O)CC(C)C)C1CCN(S(=O)(=O)c2ccc(C)cc2)CC1 (stereo not drawn)

entry no.	31	32	33	34	35
mcGAS inh	-6	-3	-5	x	-4
NPYLR7 ag	4	0	3	5	-3
hcGAS inh	0	-4	-1	-14	-6

36. Cc1ccc(C(=O)N2CCC(n3cnc4ccccc43)CC2)s1
37. Cn1c(Cc2cccs2)nn(CN2CCC(c3ccc(O)cc3)CC2)c1=S
38. Nc1nc(N)c2nc(CNc3ccc(C(=O)NC(CCC(=O)O)C(=O)O)cc3)cnc2n1 (stereo not drawn)
39. COc1ccc(CCNC(=O)c2ccccc2N2CCC(NC(=O)c3cccc(Cl)c3)CC2)cc1OC
40. CCOC(=O)c1c(NC(=O)CCl)sc(C(=O)NC)c1C

entry no.	36	37	38	39	40
mcGAS inh	1	x	-3	2	3
NPYLR7 ag	x	2	4&9	-1	-1
hcGAS inh	2	2	-2&-2	0	-3

41. Cc1ccc(NC(=O)N(Cc2cccc(OS(C)(=O)=O)c2)C(C)C)c(C)c1
42. Cc1ccc(C(C2Sc3nc(C)nn3C2=O)N2CC(C)CC(C)C2)cc1 (stereo not drawn)
43. O=C(NNC(=O)c1cc(Cl)ccc1Cl)c1ccoc1
44. COc1ccccc1NC(=O)CSc1nc(=O)n(CCCO)c2c1CCC2
45. CCN(C)C(=O)Nc1cccc(CS(=O)C2CCCCC2)c1 (stereo not drawn)

entry no.	41	42	43	44	45
mcGAS inh	-5	x	x	-9	-7
NPYLR7 ag	2	-1	3	-10	8&8
hcGAS inh	-4	-12	-6	-4	-14&-9

46. Cc1ncsc1CCCNC1CCC2(CCNCC2)CC1
47. CN1C(=O)NC(c2ccccc2F)C2=C1CN(Cc1ccc3c(c1)OCO3)C2=O (stereo not drawn)
48. Cc1cc(C)n(-c2ccc(C(=O)N(Cc3nccs3)C3CC3)cc2)n1
49. COC(=O)C1=C(NC(=O)c2ccc(C(=O)c3ccccc3)cc2)CCS1
50. CCCC(C)NC(=O)COC(=O)C1C(C(=O)OCC)=C(C)NC(C)=C1C(=O)OCC (stereo not drawn)

entry no.	46	47	48	49	50
mcGAS inh	x	-5	-12	-7	0
NPYLR7 ag	6	-2	18	0	-3
hcGAS inh	-1	-4	-3	-5	1

51. COCCOC(=NCCN(C)C)NC(=O)c1ccc(OC)cc1
52. O=C(Nc1ccc(-n2nc(OCc3ccc(F)cc3)nc2-c2cccc(C(F)(F)F)c2)cc1)c1cccc([N+](=O)[O-])c1
53. CC(C)Cc1nc(C(N)=O)c2[nH]c(=O)n(-c3ccc4c(c3)OCO4)c2n1
54. O=C(OCc1cc(-c2ccccc2)on1)c1ccc(F)cc1
55. Cc1cccc(-n2c(-c3ccc(Cl)cc3)cc(C(=O)N3CCN(C(=O)Cc4ccccc4)CC3)c2C)c1

entry no.	51	52	53	54	55
mcGAS inh	-4	0	-9	x	-4
NPYLR7 ag	9	9	20	-1	0
hcGAS inh	-2	-4	-5	0	-7

56. Cc1nn(C(=O)COc2ccc(F)cc2)c(C)c1Sc1ccccc1
57. Cc1nc2nc3ccn(-c4ccccn4)c(=O)c3c(-c3ccccc3)n2n1
58. CC(=O)C1=C(c2cccc([N+](=O)[O-])c2)N(C(C)=O)n2cnnc2S1
59. CCOC(=O)c1[nH]c(C)c(C(=O)OC)c1C
60. CC(=O)NCCc1cc2cc(C)c(C)cc2[nH]c1=O

entry no.	56	57	58	59	60
mcGAS inh	x	-8	x	x	0
NPYLR7 ag	2	-4	11	-2	1
hcGAS inh	-12	-6	0	-5	4

61. COc1ccc(-c2ccc(=O)n(CCCNS(=O)(=O)/C=C/c3ccccc3)n2)cc1
62. COCc1nnc2sc(/C=C/c3ccccc3)nn12
63. CCN(CC1CCCO1)C(=O)Nc1ccc(OC)cc1Cl (stereo not drawn)
64. Fc1ccc(Cc2nc(CSc3ccc(Cl)cc3Cl)cs2)c(Cl)c1
65. Cc1cc(=O)n2c(n1)SCC2CC(=O)NCc1ccc(F)cc1 (stereo not drawn)

entry no.	61	62	63	64	65
mcGAS inh	x	-6	x	-5	x
NPYLR7 ag	0	-1	-5	5	-3
hcGAS inh	-3	-6	-4	-6	-2

66. CC(C)c1ccc(C2(C)NC(=O)N(CC(=O)Nc3ccc(S(=O)(=O)N(C)C)cc3)C2=O)cc1 (stereo not drawn)
67. CCNc1nnc(SCC(=O)c2cc(C)n(C3CC3)c2C)s1
68. O=C(NCCc1ccccn1)C(C1CCCC1)N1CCN(C(=O)c2ccc3c(c2)OCO3)CC1 (stereo not drawn)
69. Cc1ccc(C)c(NS(C)(=O)=O)c1
70. Cc1cc(C)nc(N2CCCC(C(=O)NCC3CCCN4CCCCC34)C2)n1 (stereo not drawn)

entry no.	66	67	68	69	70
mcGAS inh	-7	x	-5	-4	-6
NPYLR7 ag	2	5	2	6	x
hcGAS inh	-5	-5	-4	2	-5

71. CC1CC(=O)c2cnc(N3CCN(c4ccccc4)CC3)nc2C1 (stereo not drawn)
72. N#CCSc1n[nH]c(COc2ccc(Cl)cc2)n1
73. COc1ccc(OC)c(S(=O)(=O)Nc2ccccc2OC(F)F)c1
74. Cn1c(=O)n(CC(=O)N2CCN(S(=O)(=O)c3ccc(F)cc3F)CC2)c2ccccc21
75. CCn1ccnc1Cn1ccnc1-c1ccc(O)c(CN(C)C)c1

entry no.	71	72	73	74	75
mcGAS inh	x	x	-7	-7	-11
NPYLR7 ag	23	11	12	-1	0
hcGAS inh	-3	-5	-10	-1	-9

76. O=C(NCCc1ccccc1F)N1CCN(S(=O)(=O)c2ccc(Cl)c(Cl)c2)CC1
77. Cc1cccc(S(=O)(=O)NC(=O)C2(C)CCN2C(=O)Cc2ccc(C(C)(C)C)cc2)c1 (stereo not drawn)
78. Cc1ccc(Cl)c(NC(=O)CN2CCCC2c2ccc3c(c2)OCCCO3)c1Cl (stereo not drawn)
79. COc1ccc(C(=O)Nc2ccc3oc(-c4cccc(I)c4)nc3c2)cc1[N+](=O)[O-]
80. CCC1CN(C(=O)CCC2=NNC(=O)CC2)CCC(=O)N1Cc1ccccc1 (stereo not drawn)

entry no.	76	77	78	79	80
mcGAS inh	-9	x	x	1	x
NPYLR7 ag	-1	10	6	0	6
hcGAS inh	-6	3	-4	-1	-6

81. Cc1ccc(NC(=O)CCN2C(=O)NC3(CCCC3)C2=O)cc1Cl
82. Cc1nc(N(C)C)nc(N2CCCC3(CC2)CN(C)C(=O)O3)c1C (stereo not drawn)
83. Cc1occc1CNC(=O)C1CSCN1C(=O)C(C)(C)C (stereo not drawn)
84. O=C(CSc1nc2c(c(=O)n1CCc1ccccc1)SCC2)N1CCc2ccccc21
85. Cc1cccc(C(=O)N2CCC(n3c(=O)[nH]c4ccccc43)CC2)c1

entry no.	81	82	83	84	85
mcGAS inh	-4	x	x	-8	0
NPYLR7 ag	4	-3	9	3	-8
hcGAS inh	-4	1	-2	-5	-1

86. O=C(c1n[nH]c2c1CCCC2)N1CCCC(OCc2ccccn2)C1 (stereo not drawn)
87. NC(=O)c1ccc(NC(=O)Cn2nc(-c3cccs3)c3sc(N4CCCCC4)nc3c2=O)cc1
88. N#CCCN(Cc1cccnc1)C(=O)Nc1ccc(Cl)cc1
89. COc1ccc(C)cc1C(=O)c1sc2nc(N)c(C#N)cc2c1N
90. Cc1noc(C)c1S(=O)(=O)Nc1ccc(S(=O)(=O)N2CC(C)OC(C)C2)cc1 (stereo not drawn)

entry no.	86	87	88	89	90
mcGAS inh	-20	0	-2	x	x
NPYLR7 ag	-1	-3	-5	4	8
hcGAS inh	-3	-2	5	-4	-5

91. O=C(O)C1(c2ccc(F)cc2F)CCOCC1
92. O=C(CCN1CCN(Cc2ccc(Cl)s2)CC1)Nc1ccc(Cl)cc1F
93. CCOc1ccccc1C(=O)N1CCN(c2ncnc3c2nnn3C)CC1
94. CC(=O)O[C@H]1C[C@@H](OC(C)=O)C(C)(C)C2C[C@@H](OC(C)=O)[C@]3(C)C([C@H](OC(C)=O)C[C@@]4(C)[C@H](c5ccoc5)OC(=O)[C@H]5O[C@]543)[C@]21C (stereo partly drawn)
95. COc1ccccc1/C=C/CN1CC[C@@H](c2sccc2C)[C@H](O)C1
96. Cc1nn(CC(C)C)c(C)c1CC(=O)N1CCC(NS(=O)(=O)c2ccccc2)CC1
97. CN(Cc1ccc(Br)s1)C(=O)c1cccc2cccnc12
98. COc1ccccc1OCC(=O)OCc1cc(-c2cc3ccccc3o2)on1

entry no.	91	92	93	94	95	96	97	98
mcGAS inh	x	-9	x	-1	x	x	-9	x
NPYLR7 ag	9	-1	1	x	7	9	7	-5
hcGAS inh	-10	-5	-8	0	-3	-11	-10	-3

As entered above.
For NPYLR7 ag, cpd 11 has -11
For hcGAS inh, cpd 60 has 4
